# p53 reactivation = re-activators of mutant p53; H1299 p53-A138V BP100-luciferase reporter, luminescence, 24 h; Potency, µM (top dose mostly 92.2 µM), inactives show at the top dose activity change, positive = activation, hits mostly activators; 0.063% of 320,000 active; AID 504706; note: potency is the fitted concentration of half-maximal effect; % of control where 0% means no effect; nearly all actives have a fitted effect of over 45% in size
#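 H1299 (p53-null), stable ts p53-A138V + BP100-Luc; 1000 cells/well, Opti-MEM/10% FBS; cpd 4 pt, 1:5; 24 h, 37 deg C, 5% CO2; detection reagent 10 min RT; luminescence.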
# Rab9 promoter act = Rab9 promoter activation. Potency, µM (series often up to 9.22 µM), for inactives: at the top dose activation, negative = inhibition, actives largely listed as activators. 2.8% of 320,000 active. Huh7 Rab9 promoter-luciferase reporter, luminescence, 24 h. AID 485297; note: potency is the fitted concentration of half-maximal effect; % of control where 0% means no effect; nearly all actives have a fitted effect of over 60% in size
#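 Stable Rab9-luc Huh7, 1500 cells/well, 2 h settle; cmpd in DMSO, 24 h, 37 °C/5% CO2; luciferase reagent 10 min RT; luminescence.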
# NPC1 promoter act = activators of NPC1 promoter | Huh7 NPC1 promoter luciferase reporter, 24 h | Potency, µM (series often up to 9.22 µM), inactives show at the highest dose activation, hits mostly activators | 2.4% of 320,000 active | AID 485313;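 note: potency is the fitted concentration of half-maximal effect; % of control where 0% means no effect; nearly all actives have a fitted effect of over 60% in size; reporter is driven by a mutant NPC1 promoter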
#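 Huh7 reporter cells (NPC1 promoter driving luciferase) are dosed with compound for 24 h at 37 °C, 5% CO2; luciferase detection reagent is then added and luminescence measured after 10 min at ambient temperature.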
# RORgamma inh = blocks mouse ROR gamma transcriptional activity; P51450; Drosophila S2 Gal4-RORgamma UAS-luciferase reporter, 20 h; Potency, µM (highest dose often 53.6 µM), inactives show at the highest dose activity change, negative = inhibition, hits mostly inhibitors; 5.4% of 310,000 active; AID 2551; note: potency is the fitted concentration of half-maximal effect; % is set by controls: 0 for no effect and ±100 for the full control effect; nearly all actives have a fitted effect of over 60% in size
# Target sequence (P51450 whole entry, looked up, the tested form may be a part): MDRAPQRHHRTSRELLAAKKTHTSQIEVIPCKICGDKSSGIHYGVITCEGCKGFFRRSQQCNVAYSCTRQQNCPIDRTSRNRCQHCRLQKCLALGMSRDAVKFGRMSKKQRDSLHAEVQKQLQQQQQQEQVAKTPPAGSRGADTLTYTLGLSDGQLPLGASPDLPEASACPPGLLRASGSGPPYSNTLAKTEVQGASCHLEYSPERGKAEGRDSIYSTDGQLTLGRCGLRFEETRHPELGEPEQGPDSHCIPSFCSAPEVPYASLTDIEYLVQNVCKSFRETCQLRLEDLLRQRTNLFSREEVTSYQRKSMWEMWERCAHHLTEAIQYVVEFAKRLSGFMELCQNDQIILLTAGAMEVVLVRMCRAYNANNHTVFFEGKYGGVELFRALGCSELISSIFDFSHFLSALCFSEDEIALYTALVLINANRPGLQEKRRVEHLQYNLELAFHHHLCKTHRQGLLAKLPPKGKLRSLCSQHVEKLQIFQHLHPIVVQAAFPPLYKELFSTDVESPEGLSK
#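 Drosophila S2 cells stably expressing Gal4-DBD/mouse RORγ fusion under metallothionein promoter plus UAS-luciferase; compound 1 h, then 700 uM CuSO4 induction for 20 h at ambient temperature; inhibition read as reduced luminescence.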
# FLuc counter = firefly luciferase modulation, counter-screen for miR-21 project; 6.9% of 360,000 active; purified FLuc, Km substrates, luminescence inhibition; P08659; Potency, µM (doses to about 57.5 µM), inactives show top-dose activity change, negative = inhibition, actives largely listed as inhibitors;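 note: potency is the fitted concentration of half-maximal effect; plate controls were vehicle for no effect and reference inhibitor for full effect; nearly all actives have a fitted effect of over 55% in size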
#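 Biochemical qHTS of compounds, final roughly 60 µM downward over six points, against 10 nM purified firefly luciferase using Km concentrations of substrates (10 uM D-luciferin, 10 uM ATP) in Tris acetate pH 7.5 buffer; luminescence output.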
# Giardia kill = Giardia lamblia killing; 0.15% of 340,000 active; Giardia lamblia trophozoite viability; activity change, % at 7.66 µM, hits read low; AID 540267; in the data active = activity change below about -80%; inconclusive = between about -30% and that limit;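 note: parasites exposed to compound for two days anaerobically before the ATP read; % is set by controls: 0 for no effect and ±100 for the full control effect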
#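 Trophozoites 100 cells/well + cpd; 48 hrs, 37 deg C, anaerobic. ATPLite 1-Step added, 15-30 min RT, luminescence read (ATP-based viability).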
# Menin-MLL TR inh = menin-MLL binding inhibition, Texas Red mutant peptide; 0.23% of 270,000 active; Menin + Texas Red MLL mutant peptide, fluorescence polarization; O00255; Potency, µM (titrated, usually from 61.6 µM), for inactives: at the highest dose FP activity change, negative = inhibition, usual class: inhibitors; active = well fitted inhibition curve with a large enough effect in the polarisation, with a control signal flat, not every such curve was filed as active; inconclusive = small, poorly fitted or top-dose-only effect, or effect the other way, or a change in a side signal; inactive = no such curve, though single readings can be large or run the other way; the % refers to the polarisation; note: potency is the fitted concentration of half-maximal effect; % of control where 0% means no effect; many of its hits are not listed in these tables
# Target sequence (O00255 whole entry, looked up): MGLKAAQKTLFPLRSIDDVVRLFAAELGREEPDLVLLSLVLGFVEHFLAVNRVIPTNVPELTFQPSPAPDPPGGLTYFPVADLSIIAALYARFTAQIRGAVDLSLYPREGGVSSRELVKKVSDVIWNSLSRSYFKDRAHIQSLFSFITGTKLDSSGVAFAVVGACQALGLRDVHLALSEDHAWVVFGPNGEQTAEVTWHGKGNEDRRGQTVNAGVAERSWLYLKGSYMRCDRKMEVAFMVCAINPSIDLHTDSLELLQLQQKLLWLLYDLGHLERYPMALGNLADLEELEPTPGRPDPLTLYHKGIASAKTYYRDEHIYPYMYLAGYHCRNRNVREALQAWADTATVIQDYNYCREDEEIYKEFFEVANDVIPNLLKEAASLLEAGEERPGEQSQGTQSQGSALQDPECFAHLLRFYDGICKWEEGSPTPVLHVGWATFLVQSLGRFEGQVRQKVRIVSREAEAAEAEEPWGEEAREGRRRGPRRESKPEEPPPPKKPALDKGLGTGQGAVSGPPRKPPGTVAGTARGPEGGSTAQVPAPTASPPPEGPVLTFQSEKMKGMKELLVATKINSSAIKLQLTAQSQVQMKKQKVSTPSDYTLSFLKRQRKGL
# BRCA1 expr up = increases BRCA1 expression; AID 624202; Potency, µM (top dose mostly 46.1 µM), for the others: top-dose activation, hits mostly activators; 1.1% of 380,000 active; MCF7-BRCA1-FFLuc reporter, luminescence, 48 h; response scale: scaled: vehicle 0%, 10 µM genistein 100%; note: potency is the fitted concentration of half-maximal effect; nearly all actives have a fitted effect of over 80% in size; some results filed as inactive show a strong effect at the top dose
#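 Luminescence from a BRCA1-driven firefly luciferase in MCF7 cells was read after 48 h compound exposure at 37 C. Data normalized against DMSO and a 10microM genistein activation control, then curve-fitted across the titration.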
# PKM2 act = activators of human pyruvate kinase M2. P14618. purified PKM2, Kinase-Glo ATP luminescence, activation; response scale: 0% is enzyme alone, no compound. Potency, µM (series often up to 57.5 µM), for inactives: top-dose activation, most hits filed as activators. 0.34% of 260,000 active. AID 1631; note: potency is the fitted concentration of half-maximal effect; % is set by controls: 0 for no effect and ±100 for the full control effect; nearly all actives have a fitted effect of over 55% in size
#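 hPK-M2, >95% pure; 0.1 mM ADP / 0.5 mM PEP final; imidazole pH7.2 buffer w/ 7 mM MgCl2, 50 mM KCl; 1 h RT; Kinase-Glo lum. Intermediate enzyme activity for dual inhibitor/activator qHTS.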
# VP16 counter = Gal4-VP16 reporter inhibition counter-screen | Drosophila S2 Gal4-VP16 UAS-luciferase, luminescence, 20 h | Potency, µM (doses to about 53.6 µM), without a hit: at the highest dose activity, negative = inhibition, most hits filed as inhibitors | 3.5% of 310,000 active | AID 2546;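 note: Gal4-VP16 expression switched on by copper sulfate through the metallothionein promoter; potency is the fitted concentration of half-maximal effect; % is set by controls: 0 for no effect and ±100 for the full control effect; nearly all actives have a fitted effect of over 50% in size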
# ELG1 genotox = genotoxicity induction in ELG1-luciferase HEK293T cells | HEK293T ELG1-luciferase reporter, luminescence, 16 h | Potency, µM (doses to about 46 µM), for inactives: at the highest dose activity change, positive = activation, usual class: activators | 1.3% of 330,000 active; note: potency is the fitted concentration of half-maximal effect; % of control where 0% means no effect; nearly all actives have a fitted effect of over 60% in size
#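 Quantitative HTS format in 1536-well plates. HEK293T ELG1-luciferase reporter cells receive test compound and are incubated 16 hr at 37 °C, 5% CO2; ONE-Glo added, 30 min room temperature, then luminescence read.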
# * hit, by the source's call; ? = inconclusive; · = not tested or not shown; [ ] = another dose, or the depositor's remark. Unless noted, calls come from the whole dose curve; as a rule, active = well fitted curve in the direction sought with a large enough effect; inconclusive = small, poorly fitted or top-dose-only effect, or another doubt; inactive = no such curve, though single readings can be large; an effect the other way counts as inactive or inconclusive. These rows are one share of the data, so the mix of outcomes need not match the whole.
SMILES,p53 reactivation,Rab9 promoter act,NPC1 promoter act,RORgamma inh,FLuc counter,Giardia kill,Menin-MLL TR inh,BRCA1 expr up,PKM2 act,VP16 counter,ELG1 genotox
COc1cc(/C=C/C(=O)OCC(=O)N2CCN(S(=O)(=O)c3ccc(C)cc3C)CC2)cc(Cl)c1OC,-1%,-3%,-6%,·,-1%,16,·,-24%,·,·,2%
CCc1ccc(/C=C2/Sc3ccccc3N(CC(=O)NCCCOC)C2=O)cc1,-3%,0%,0%,-3%,-7%,·,-8%,·,0%,-4%,-8%
COc1ccccc1/C=C/C(=O)NCC(=O)N/N=C(/C)c1ccco1,-6%,-3%,1%,-9%,-8%,-5,1%,-18%,-5%,4%,-6%
COc1ccccc1C(=O)N(Cc1cccs1)C1CCS(=O)(=O)C1 (configuration not stated),-2%,2%,-5%,9%,0%,-1,20%,11%,-2%,-7%,3%
CCCN(C(=O)COC(=O)CCOc1ccccc1)c1c(N)n(Cc2ccccc2)c(=O)[nH]c1=O,-2%,-7%,1%,·,7%,1,·,-5%,·,·,1%
O=c1c2[nH]c3ccccc3c2ncn1CCN1CCCCC1,6%,12%,8%,-30%,-1%,6,-2%,-6%,0%,3%,2%
COC(=O)c1ccc2nc(NC(=O)COC(=O)CSc3nc(C)cc(C)n3)sc2c1,?,13%,14%,-14%,?,-1,6%,27%,-11%,-2%,?
O=C(CSc1nc2ccccc2c(=O)n1-c1ccc(Cl)cc1)N/N=C/C=C/c1ccccc1[N+](=O)[O-],-3%,-2%,1%,-3%,-1%,0,13%,-10%,5%,11%,0%
CCc1nnc(NC(=O)CCC(=O)N2CCCC2)s1,6%,3%,-4%,-10%,8%,5,6%,10%,-3%,1%,-4%
COc1ccc(/C=C(/NC(=O)c2cccs2)C(=O)N2CCOCC2)cc1OC,10%,-3%,1%,61%,-2%,4,-10%,0%,-15%,-3%,3%
Cc1c(/C=N\NC(=O)c2ccc([N+](=O)[O-])cc2)cnn1C,0%,2%,1%,-34%,-17%,-26,0%,-12%,8%,3%,1%
Cc1nc2ccc(NC(=S)N3CCOCC3)cc2nc1C,-1%,1%,-9%,-1%,-5%,5,-1%,5%,0%,13%,4%
C=CCSc1nc(C)cc(/C=C\c2ccccc2)c1C#N,7%,0%,-3%,15%,-2%,5,·,-20%,1%,1%,4%
CSc1ncccc1C(=O)NC(C)C1CC2CCC1C2 (configuration not stated),8%,-5%,-2%,1%,4%,-6,-20%,-16%,0%,4%,0%
O=C(NCc1nnnn1-c1ccc(Cl)cc1)c1ccc(Br)o1,-3%,1%,-2%,·,-1%,-2,·,1%,·,·,0%
Cc1ccc(C2=NN(CC(=O)O)C(=O)CC2)cc1,19%,-6%,-3%,35%,-2%,9,-1%,-21%,·,18%,-1%
CC(C)N(C(=O)COC(=O)c1cc(Cl)cc(Cl)c1N)C(C)C,-3%,-2%,-1%,15%,6%,1,4%,-32%,1%,-1%,0%
S=C(N/N=C/c1ccc(Cl)c(Cl)c1)Nc1ccccc1Cl,6%,26%,28%,0.32µM*,-9%,-3,-24%,-30%,-9%,0.79µM*,?
CCOc1ccc(NC(=O)CN(C)C(=O)Cn2cnc3c2c(=O)n(C)c(=O)n3C)cc1OCC,10%,2%,0%,·,0%,-7,·,-10%,·,·,2%
Cc1ccn2cc(CCNC(=O)CC3CCCCC3)nc2c1,1%,2%,0%,-27%,-5%,5,-17%,-1%,0%,3%,3%
COC(=O)c1[nH]c2cccc(OC)c2c1NC(=O)CCN1CCN(c2ccccc2OC)CC1,-6%,-3%,1%,-4%,-1%,-9,-2%,-13%,1%,8%,-1%
Cc1ccc(NC(=O)COC(=O)c2ccc([N+](=O)[O-])o2)cc1S(=O)(=O)N1CCCCCC1,?,-2%,-5%,-44%,-6%,17,3%,-2%,0%,19%,·
Cc1ccc(NC(=O)CN(C)S(=O)(=O)c2ccc3c(c2)n(C)c(=O)c(=O)n3C)cc1,2%,4%,-5%,-2%,2%,-5,·,8%,·,-13%,0%
COc1ccc(CCN2C(=O)c3ccccc3C2(O)c2ncc[nH]2)cc1OC (configuration not stated),23%,16%,-1%,10%,4%,8,14%,-13%,4%,1%,8%
Cc1ccc(N=C2C(=O)Nc3ccccc32)c(C)c1,5%,3%,0%,2%,-19%,-8,-17%,17%,·,0%,-3%
SMILES,p53 reactivation,Rab9 promoter act,NPC1 promoter act,RORgamma inh,FLuc counter,Giardia kill,Menin-MLL TR inh,BRCA1 expr up,PKM2 act,VP16 counter,ELG1 genotox
O=C(CSc1nnc(-c2cccs2)n1C1CC1)NCC1CCCO1 (configuration not stated),6%,-8%,-2%,·,0%,1,·,12%,·,·,3%
CCc1noc(C)c1C(=O)Nc1ccc(Cl)c(S(=O)(=O)N2CCCCC2)c1,-7%,-7%,-3%,·,2%,5,·,-56%,·,·,-6%
CCOC(=O)COc1nc(-c2ccc(Cl)cc2)cc(-c2ccco2)c1C#N,0%,-2%,-2%,15%,1%,6,·,-22%,2%,3%,12%
COc1ccc(NC(=S)N2CCC(N(C)CC3CCCO3)CC2)cc1Cl (configuration not stated),-2%,-2%,0%,-13%,5%,-3,10%,-13%,-8%,0%,1%
O=C(COC(=O)c1cc2c(s1)CCC2)Nc1ccc(F)cc1,4%,-2%,-7%,20%,-16%,28,48%[activator],-1%,10%,0%,1%
CC(=O)Nc1ccc(NC(=S)Nc2ccc(Br)cc2)cc1,3%,-1%,3%,-22%,-1%,-2,·,2%,0%,1%,0%
COc1ccc(NS(=O)(=O)c2ccc(C)c(C(=O)O)c2)cc1,3%,8%,9%,9%,-2%,-12,-6%,7%,-10%,-1%,5%
COCCn1c(N)c(Sc2ccccc2[N+](=O)[O-])c(=O)[nH]c1=O,-1%,-5%,20%,-15%,0%,6,·,18%,-2%,-14%,-2%
O=C(Cn1nc(-c2ccccc2Cl)ccc1=O)Nc1ccc(Br)cc1,-1%,0%,-7%,30%,0%,-2,-2%,-10%,5%,7%,-2%
CCOc1ccc(C2NC(=O)c3n[nH]c(C)c32)cc1 (configuration not stated),-3%,-10%,0%,13%,0%,21,4%[11.7 µM],1%,-6%,0%,4%
CCS(=O)(=O)Nc1ccc(-c2nnc(SCC(=O)c3cccc(OC)c3)o2)cc1,-14%,4%,-2%,24%,-1%,-1,9%,10%,17%,-1%,2%
Cc1c(NC(=S)NC(=O)C(C)(C)C)c(=O)n(-c2ccccc2)n1C,-5%,-1%,-1%,-5%,0%,-11,5%,-15%,1%,2%,5%
Cn1c(SCc2nc(-c3ccc(Cl)cc3)no2)nnc1-c1ccccc1,-2%,-3%,-1%,19%,-3%,6,-12%,-18%,-1%,9%,-7%
Cc1ccccc1OCCCCN1CCCCC1,·,0%,-5%,-26%,5%,27,1%,-1%,-7%,-2%,0%
COc1ccc(C2=NCC(CSc3nccc(=O)[nH]3)S2)cc1 (configuration not stated),2%,-1%,2%,-1%,19µM*,4,-1%,0%,1%,3%,4%
COc1ccccc1N(C)S(=O)(=O)c1ccc(Cl)c(C(=O)N2CCC(C(N)=O)CC2)c1,28%,13%,0%,-2%,5%,2,2%,5%,-3%,4%,1%
COc1ccccc1/C=C/C(=O)NCC(=O)N/N=C/c1ccc(C(=O)O)cc1,2%,-1%,1%,-18%,?,20,-8%,-11%,·,-3%,-2%
CC1CCCN(CC(=O)Nc2ccc(S(=O)(=O)NC3CCCCC3)cc2)C1 (configuration not stated),8%,-1%,0%,-2%,-1%,20,-13%,-15%,-8%,3%,1%
O=C(Nc1ccc(Cl)cc1)C1CCCN1C(=O)NCc1ccccc1 (configuration not stated),-4%,-1%,0%,25%,0%,-17,3%,-2%,-5%,12%,1%
O=C(O)c1cccc(Cn2c(Cl)c(/C=N/Nc3ccccc3)sc2=O)c1,-1%,0%,-1%,-3%,27µM*,6,?,8%,2%,-8%,25%
Cc1cc(NCCN2CCOCC2)n2nc(C)c(-c3ccccc3)c2n1,4%,0%,1%,8.9µM*,-8%,7,-7%,-7%,0%,10µM*,3%
Cc1cc(C(=O)CSc2nc(N)cc(=O)[nH]2)c(C)n1-c1cccc(F)c1,0%,-20%,-13%,27%,?,5,2%,-31%,-1%,18µM*,10%
COc1cc(C2NC(=O)NC(C)=C2C(=O)Nc2cccc(C)c2C)cc(OC)c1OC (configuration not stated),5%,2%,1%,-17%,3%,-14,23%,-7%,-1%,-6%,0%
O=C(CN(CC1CCCO1)C(=O)CNS(=O)(=O)c1ccc(Cl)cc1)NCC1CCCO1 (configuration not stated),-2%,3%,-2%,-8%,1%,2,13%,5%,-3%,7%,1%

# Source: PubChem BioAssay
